# Assay outcomes: PubChem BioAssay, several laboratories
# PolyA inh = yeast polyadenylation inhibition | S. cerevisiae SKY197-pL101 polyadenylation reporter, beta-gal luminescence; efflux-impaired pdr1/pdr3 knockout yeast; score 100 = 6 SD above DMSO | calls only at 12 µM | 0.02% of 300,000 active | AID 1875;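 active = lowest replicate activity score at least 50, where 100 means six control SD above control mean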;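 also: yeast exposed to compound for 9 h at 30 °C; higher score means more reporter readthrough which indicates perturbed polyadenylation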
# HSF1 activator = increases HSF-1 driven luciferase reporter signal. NIH3T3-HGL HSF-1 luciferase reporter, MG132, 8 h; 100% = twice DMSO control signal. 1.7% of 300,000 active. activation, % at 9 µM;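 active = mean replicate activation of at least 50% with a set share of replicates each reaching 50%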;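 also: 0% = median of the neutral control wells and 100% = twice that signal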
# GSK3B inh = human GSK3beta kinase inhibition. P49841. GST-GSK3beta kinase, ADP-Glo luminescence, 60 min; hits give low values. activity score (negative = inhibition), % at 10 µM. 0.038% of 300,000 active. AID 2097;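 active = more than half of replicate wells score below -50%, meaning over 50% inhibition versus plate controls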;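 also: 0% = median DMSO wells and -100% = median GW8510 positive control wells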
# Target sequence (P49841 whole entry, looked up): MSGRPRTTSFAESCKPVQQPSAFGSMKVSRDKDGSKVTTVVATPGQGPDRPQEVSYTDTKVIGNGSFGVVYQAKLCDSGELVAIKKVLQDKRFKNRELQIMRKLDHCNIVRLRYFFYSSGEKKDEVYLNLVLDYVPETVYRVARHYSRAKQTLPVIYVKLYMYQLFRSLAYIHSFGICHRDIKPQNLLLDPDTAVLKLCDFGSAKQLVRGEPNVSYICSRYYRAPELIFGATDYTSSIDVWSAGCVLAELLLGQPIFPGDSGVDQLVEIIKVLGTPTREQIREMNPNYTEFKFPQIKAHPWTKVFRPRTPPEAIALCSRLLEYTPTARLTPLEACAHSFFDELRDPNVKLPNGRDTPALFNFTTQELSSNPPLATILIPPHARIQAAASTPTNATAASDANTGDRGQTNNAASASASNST
#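 Assay system: GST-tagged human GSK3beta kinase, cell-free; Input: 1.6 ng GSK3beta; Medium: Tris/MgCl2 kinase buffer; Timing: 60 min enzyme reaction, room temperature; Signal: ADP-Glo luminescence quantifying ADP generated by kinase; Evaluation: score relative to plate controls; Benchmarks: DMSO neutral wells and GW8510 at 20 µM as positive.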
# AI-2 QS modul = modulators of Vibrio harveyi AI-2 quorum sensing system | Vibrio harveyi JMH597 AI-2 luminescence/OD600 ratio, 9 h; hits give low values; strain lacks LuxN and CqsS sensors; 0 = neutral-control median | activity change, % at 7.5 µM | 0.4% of 300,000 active | AID 2094; in the data active = activity change below about -75%, passing the limit was not always enough;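 also: luminescence divided by OD600 gain over 9 h not by final OD600 alone; inactives centre near 13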
# KLF5 inhibitor = suppresses KLF5 promoter-driven expression. inhibition, % at 5 µM. 0.23% of 290,000 active. DLD-1 KLF5 promoter-luciferase reporter, luminescence;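 active = inhibition above a per-plate limit of that plate's mean compound inhibition plus 3 SD, cut at about 60% in these data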;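 also: 0% = DMSO wells and 100% = LY294002 at 200 µM; higher means less KLF5 promoter-driven luciferase light; inactives centre near -14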
# aSyn UTR inh = MLPCN primary screen, SNCA 5' untranslated region; inhibition, % (tested at 7.5 µM); 0.82% of 300,000 active; AID 1813; alpha-synuclein 5'UTR reporter, inhibitor activity; in the data active = inhibition above about 60%;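 also: H4 neuroglioblastoma cells stably carrying SNCA 5'UTR luciferase fusion; 0% = DMSO wells and 100% = positive control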
# IEC-6 tox = counter-screen for KLF5 inhibitors: cytotoxicity in IEC-6 cells; 0.78% of 290,000 active; AID 1825; IEC-6 cytotoxicity, luminescence viability; inhibition, % at 5 µM; in the data active = inhibition above about 22%;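 also: 0% = plate median of test compound wells and 100% = cytotoxic reference compound wells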
# HSP90 refold inh = blocks HSP90-mediated luciferase refolding in reticulocyte lysate; Rabbit reticulocyte lysate, luciferase refolding luminescence, 3 h; inhibition, % at 5.6 µM; 0.91% of 290,000 active;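 active = inhibition above the screen-wide mean plus 3 SD, computed separately per campaign, cut at about 16% in these data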;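 also: 0% = DMSO wells and 100% = 60 µM geldanamycin wells; inhibitors lower the luminescence because luciferase stays unfolded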
# HSF1 inhib = HSF1 inhibition. NIH3T3-HGL HSE-luciferase, MG132-induced, luminescence 8 h; hits give low values. activity change, negative = inhibition, % at 7.5 µM (by protocol). 0.77% of 300,000 active. AID 2098;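 active = more than half of replicate wells show activity change below -50%, luminescence cut by over half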;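 also: luciferase reports HSF-1 transcriptional activity via heat shock element; 0% = median of DMSO wells and -100% = zero luminescence signal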
# GSK3 alpha inh = inhibitors of human GSK-3 alpha kinase | P49840 | ADP-Glo luminescence, 60 min | inhibition, % at 10 µM | 0.1% of 320,000 active | AID 2650;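 in the data active = inhibition above about 50%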;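 also: GST-tagged GSK-3 alpha with peptide substrate and 25 µM ATP; 0% = DMSO neutral wells and 100% = GW8510 positive control wells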
# Target sequence (P49840 whole entry, looked up): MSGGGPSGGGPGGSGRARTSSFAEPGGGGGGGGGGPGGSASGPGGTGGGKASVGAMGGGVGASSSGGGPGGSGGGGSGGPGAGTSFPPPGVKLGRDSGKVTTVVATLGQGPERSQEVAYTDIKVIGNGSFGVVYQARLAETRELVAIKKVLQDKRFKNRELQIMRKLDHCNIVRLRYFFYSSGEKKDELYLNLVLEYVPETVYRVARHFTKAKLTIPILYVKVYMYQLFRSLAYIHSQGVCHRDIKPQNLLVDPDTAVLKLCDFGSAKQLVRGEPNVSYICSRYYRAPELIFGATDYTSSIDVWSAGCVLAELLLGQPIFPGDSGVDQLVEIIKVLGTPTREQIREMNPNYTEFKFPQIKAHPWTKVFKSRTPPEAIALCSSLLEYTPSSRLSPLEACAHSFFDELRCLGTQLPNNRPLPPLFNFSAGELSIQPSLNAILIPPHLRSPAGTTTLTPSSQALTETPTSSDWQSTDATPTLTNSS
# * hit, by the source's call; i = inactive; . = no result given.
SMILES,PolyA inh,HSF1 activator,GSK3B inh,AI-2 QS modul,KLF5 inhibitor,aSyn UTR inh,IEC-6 tox,HSP90 refold inh,HSF1 inhib,GSK3 alpha inh
CCOc1ccc(/C=N/NC(=O)C2CC2)c(OCC)c1,.,.,-8,24,-50,.,-1,-4,.,.
CCSc1nc(C(F)(F)F)cc(=O)n1-c1ccccc1,i,-2,0,16,-10,-3,-2,-3,0,2
CC(C)NC(=O)CSc1nnc2sc3ccccc3n12,i,5,1,20,-36,-50,0,-1,-3,.
COc1ccc(Cc2n[nH]c(=S)n(N)c2=O)cc1,i,4,1,-16,-27,-6,-3,0,-1,-1
COc1ccc(C2=[N+]([O-])C(C)(C)N(O)C2C)cc1 (stereo unspecified),i,8,2,14,6,3,2,3,-7,-3
Cn1c(SCC(=O)NC2CCCCC2)nnc1-c1cc2ccccc2o1,i,-32,-7,7,-22,-35,-4,2,-13,-2
CCOC(=O)N1CCN(Cc2nc3c(c(=O)n(C)c(=O)n3C)n2Cc2ccccc2C)CC1,i,-4,0,17,7,-6,-1,2,-2,-2
O=C1CCc2cc(S(=O)(=O)NCCc3ccc(Cl)cc3)cc3c2N1CC3,i,29,3,24,.,3,.,.,9,.
CCn1c(SCC(=O)Nc2ccccc2F)nc2c(c1=O)SC(C)C2 (stereo unspecified),.,.,.,.,-1,.,3,-3,.,-1
Cc1cc(C)cc(N2CN=C3SCC(=O)N3C2)c1,i,-3,4,6,-9,0,5,0,-4,-1
Cc1ccc(C)c(C(=O)CN2C(=O)c3ccccc3C2=O)c1,i,12,0,18,-34,5,-1,2,-5,-1
CCCCn1c(O)c(N=NC(=O)c2ccccc2NS(=O)(=O)c2cccs2)c2ccccc21,i,5,1,29,-9,5,0,-1,-6,1
O=C(COC(=O)c1ccccc1NC(=O)c1ccccc1)c1cccc([N+](=O)[O-])c1,i,31,2,14,-54,16,0,-1,10,1
Cc1ccc(OCc2nc(-c3ccc(Cl)cc3)n[nH]2)cc1,i,18,1,-26,-28,-11,-1,-2,8,-1
O=C(Nc1ccccc1)NC1CC2CCC(C1)N2Cc1nnnn1Cc1ccc2c(c1)OCO2 (stereo unspecified),i,26,1,10,-25,7,1,-2,12,1
CC(=O)NCCc1nc2ccccc2n1CCOc1ccccc1C,i,-2,-1,3,-19,1,-4,-3,-6,0
CON(C)c1nc(OCCNC(=O)COc2ccc(Cl)cc2C)nc(N(C)C)n1,i,21,1,16,4,-21,-7,-2,15,-1
Fc1ccc(-c2nnc(SCc3cccnc3)o2)cc1,i,31,-19,-63,-22,-76,8,4,12,18
Cc1nn(C)c(C)c1N=Cc1c(O)ccc2ccccc12,.,19,-1,21,-49,-7,-3,-1,1,0
CC(C)c1c(C(=O)N/N=C/c2cccs2)nnn1-c1nonc1N,i,0,-1,12,-44,-52,-2,-5,-5,11
Cc1cc(C)n2nc(-c3ccco3)nc2n1,i,7,3,1,-15,5,-2,-4,0,9
CNC(=O)C1=C(C)Nc2nc3ccccc3n2C1c1cccc(OC)c1 (stereo unspecified),i,5,0,-17,-9,-16,2,-4,2,-2
O=C(NCCCN1CCOCC1)NC12CC3CC(CC(C3)C1)C2,i,-11,2,-6,-5,-3,1,-4,0,.
Cc1cccc(NC(=S)NCC(c2cccnc2)N2CCOCC2)c1C (stereo unspecified),i,-1,1,4,-20,12,-4,-1,-1,-2
COCCNC(=O)COc1ccc(C)cc1C(=O)c1cc(C#N)c(=O)n(C2CC2)c1,i,-20,1,8,-16,-7,5,3,1,-2
CCCCn1c(N)c(N(CC)C(=O)c2ccccc2F)c(=O)[nH]c1=O,i,-18,1,10,-20,7,0,-3,-7,-2
O=C(NNC(=O)C1CCCO1)c1ccc(Cl)cc1 (stereo unspecified),i,-3,-2,12,2,-3,-2,2,0,-3
COC(=O)C(CCSC)NC(=O)c1cc2c(n(-c3ccccc3)c1=O)CC(C)(C)CC2=O (stereo unspecified),i,9,2,10,-11,22,1,2,-7,0
Nc1nc(NCc2ccccc2)nc(Nc2cccc(F)c2)c1[N+](=O)[O-],.,.,1,32,2,26,3,0,.,0
Cc1cc(C)nc(NC(=O)CSc2nc3ccccc3s2)n1,i,3,1,-5,-111,-203,7,5,-2,0

# Reprinted from above for reference:
SMILES,PolyA inh,HSF1 activator,GSK3B inh,AI-2 QS modul,KLF5 inhibitor,aSyn UTR inh,IEC-6 tox,HSP90 refold inh,HSF1 inhib,GSK3 alpha inh
CCOc1ccc(/C=N/NC(=O)C2CC2)c(OCC)c1,.,.,-8,24,-50,.,-1,-4,.,.
CCSc1nc(C(F)(F)F)cc(=O)n1-c1ccccc1,i,-2,0,16,-10,-3,-2,-3,0,2
CC(C)NC(=O)CSc1nnc2sc3ccccc3n12,i,5,1,20,-36,-50,0,-1,-3,.

# Next part
SMILES,PolyA inh,HSF1 activator,GSK3B inh,AI-2 QS modul,KLF5 inhibitor,aSyn UTR inh,IEC-6 tox,HSP90 refold inh,HSF1 inhib,GSK3 alpha inh
COc1ccccc1CNC(=O)C(=O)NCCC1CCCCN1S(=O)(=O)c1ccc(C)cc1 (stereo unspecified),i,0,-4,17,.,-2,.,.,3,.
COc1ccc(Cc2nnc(NC(=O)C3CC(=O)N(c4ccccc4C)C3)s2)cc1OC (stereo unspecified),i,2,5,52,.,11,.,.,-8,-1
CCc1ccc(CN2CCCC(C(=O)Nc3ccc(-c4cscn4)cc3)C2)o1 (stereo unspecified),i,5,0,14,-13,14,-5,-1,4,1
C=CCn1c(C)cc(C(=O)COC(=O)C2CC(=O)N(CCc3ccc(OC)c(OC)c3)C2)c1C (stereo unspecified),i,37,0,24,.,-14,.,.,17,.
S=C(NCCCCc1ccccc1)NCc1ccccc1,i,9,2,-20,-39,-22,-5,-4,0,-4
Cc1ccc(N(CC(=O)Nc2ccccc2C(=O)N2CCOCC2)S(C)(=O)=O)cc1,i,1,0,3,6,-7,-7,1,3,-1
COC1CCN(C(=O)c2ccc3oc(Cc4ccc(Cl)cc4)nc3c2)CC1,i,11,0,-54,2,1,3,0,14,-1
NC(=O)/C(=C/c1ccco1)C(N)=S,i,16,-5,-2,-13,5,-8,3,0,2
COc1cc(S(=O)(=O)N2CCOCC2)ccc1NC(=O)CN1c2cccc3cccc(c23)S1(=O)=O,i,19,3,27,-3,25,2,5,-1,0
CNC(=O)c1c(Cl)cnn1-c1ccc(F)cc1,i,-12,-6,3,-40,-42,-1,-2,-7,0
CCOC(=O)c1cnc2c(CC)cccc2c1NCCN1CCOCC1,i,-21,-1,4,29,-2,-4,0,-6,1
O=C(O)CN1C(=O)c2cccc(Oc3ccc(Cl)cc3)c2C1=O,i,4,0,19,-5,-3,0,-1,0,.
Cc1nnc2n1N=C(c1ccc3c(c1)NC(=O)CO3)CS2,i,0,-1,16,-13,6,-1,0,9,2
COc1ccc(S(=O)(=O)N2CCC(C(=O)NCCc3c[nH]c4ccccc34)CC2)cc1,i,3,2,18,-5,2,1,1,-3,-2
COc1ccc(-n2cnnc2SC(C)c2nc3sc(C)c(C)c3c(=O)[nH]2)cc1 (stereo unspecified),i,6,-2,29,-8,-37,-4,0,-5,.
O=C(COC(=O)CCC(=O)c1cccs1)Nc1ccc(Cl)cn1,i,8,-9,19,-37,-4,-2,3,-4,.
CCc1c(C)sc(NC(=O)c2ccco2)c1C#N,i,3,-3,12,-113,-104,-1,-3,6,.
COc1cccc(N2C(=O)Nc3ccc(Br)cc3C2(O)C(=O)NCCCN(C)C)c1 (stereo unspecified),i,-4,7,17,-4,13,-2,-2,-12,-1
O=C(Nc1ccccc1SCC1CSc2nc3ccccc3c(=O)n21)c1ccccc1Cl (stereo unspecified),i,2,-6,13,7,27,60*,0,-7,-3
CCN(CC)S(=O)(=O)c1cc(NC(=O)CNc2cccc(S(=O)(=O)N3CCCC3)c2)ccc1C,i,-11,-9,-1,.,55,.,.,-2,1
O=c1c2ccccc2n(CC(O)CN2CCCCC2)c2ccccc12 (stereo unspecified),i,6,-2,28,-15,-1,-1,0,1,4
O=C(O)c1ccccc1NSc1ccccc1[N+](=O)[O-],i,12,0,8,1,5,8,5,4,-9
COc1cc(CNCc2cccnc2)ccc1OCC(=O)NC1CCCCC1,i,7,-9,10,-7,-21,-2,0,-10,-3
CSc1nc2ccc(NC(=O)C3=NNC(=O)CC3)cc2s1,i,-11,1,24,-18,-54,3,0,-9,-1
COc1ccc(OC(=O)COc2cccc(C)c2)cc1,i,-3,-2,19,-33,15,4,0,2,-1
CC(C)(C)NC(=O)Cn1c(SCC(=O)Nc2nccs2)nc2ccccc21,i,-10,2,15,-9,17,-7,0,0,-1
C=CCn1c(O)c(N=NC(=O)CNC(=O)Cc2ccccc2)c2ccccc21,i,5,-2,18,2,28,4,4,0,-1
CCn1c(NC(=O)C(C)C)c(-c2ccccc2)c(=O)c2ccccc21,i,.,-1,32,11,.,-2,-2,.,2
COc1cccc(NC(=O)c2cc(CN3C(=O)c4ccccc4C3=O)ccc2OC)c1,i,3,-2,19,-9,8,2,2,1,-3
COc1ccc(OC)c(C(C)NC(=O)Nc2ccccc2)c1 (stereo unspecified),i,9,-2,24,-16,15,-1,-4,-13,0
CN(C)NC(=S)NC(=O)C12CC3CC(CC(C3)C1)C2,i,-3,-4,12,-4,-38,-4,-4,3,-4
CC(=O)c1cccc(NC(=O)CCOc2ccccc2)c1,i,14,1,25,-26,-54,-1,-1,5,0
Cc1nc2ccccc2c(=O)n1/N=C/c1ccc(C(C)C)cc1,i,-3,1,15,-34,-49,-4,2,0,-3
COc1ccc(-c2csc3ncnc(N4CCN(CCO)CC4)c23)cc1,i,1,-3,3,-17,-4,-2,3,-9,11
Nc1nc(Cl)cc(Oc2ccc([N+](=O)[O-])cc2)n1,i,33,6,16,-14,1,-2,-4,4,-4
CCOC(=O)N1CCC(NC(=O)C2=CCN(S(=O)(=O)c3ccc(F)cc3)CC2)CC1,i,-5,3,5,-19,-2,6,2,-3,6
CCCNC(=O)c1ccc2c(=O)c(O)c(C)[nH]c2c1,i,-12,1,14,.,23,.,.,-7,0
COc1cc2nc(CN3CCC(Cc4ccccc4)CC3)[nH]c(=O)c2cc1OC,i,15,3,5,-44,12,-1,3,3,0
CC1CC(C)(C)NC(=S)N1CCCC(=O)Nc1ccc(F)c(F)c1 (stereo unspecified),i,9,2,12,-18,21,-4,-2,-1,-1
C=CCN(CC=C)C(=O)CN1C(=O)c2ccccc2C1=O,i,-4,3,2,-15,-25,-2,2,-3,0

# 3 structures already listed, ordered by formula weight, low to high:
SMILES,PolyA inh,HSF1 activator,GSK3B inh,AI-2 QS modul,KLF5 inhibitor,aSyn UTR inh,IEC-6 tox,HSP90 refold inh,HSF1 inhib,GSK3 alpha inh
CN(C)NC(=S)NC(=O)C12CC3CC(CC(C3)C1)C2,i,-3,-4,12,-4,-38,-4,-4,3,-4
CC1CC(C)(C)NC(=S)N1CCCC(=O)Nc1ccc(F)c(F)c1 (stereo unspecified),i,9,2,12,-18,21,-4,-2,-1,-1
CCOC(=O)N1CCC(NC(=O)C2=CCN(S(=O)(=O)c3ccc(F)cc3)CC2)CC1,i,-5,3,5,-19,-2,6,2,-3,6

# The list is partial (hit frequency here may not be typical).
